Source: PubChem
UPR CHOP act – apoptotic UPR (CHOP) activation. AID 449763. 330,000 tested, 0.34% active. CHO-CHOP luciferase reporter, luminescence; percent of tunicamycin response over DMSO baseline. activation, % at 10 µM;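 active = at 10 µM dose, activation of 40% or more, normalized to positive control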;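 note: 100% = tunicamycin at 10 µg/mL and 0% = DMSO alone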
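Material: CHO-CHOP cells, stable luciferase reporter of PERK-eIF2a-CHOP signalling; quantity: 500 reporter cells seeded per well; buffer or medium: F12 medium containing 10% fetal bovine serum; compound: one dose, 10 µM in 0.5% DMSO; incubation: 6 h compound treatment, 37 °C; measured by: Steady-Glo luciferase luminescence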
697 NFkB inh – lowers PMA/ionomycin-induced NF-kB signal in 697 B cells; 697 B-cell NF-kB luciferase reporter, 16 h; inhibition, % at 4 µM; 330,000 tested, 0.33% active; AID 435022; in the data active = inhibition above about 35%
TIM10 inh – growth inhibitors of TIM10 yeast strain; S. cerevisiae TIM10 strain growth, BacTiter-Glo luminescence, 24 h; inhibition, % at 10 µM; 330,000 tested, 1.4% active; AID 463195;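 active = inhibition of 40% or more at the single tested concentration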;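 note: wild-type TIM10 isogenic control strain grown at permissive 25 °C; 0% = DMSO yeast wells and 100% = minimal medium wells without yeast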
tim23-1 inh – growth inhibitors of tim23-1 mutant yeast; S. cerevisiae tim23-1 growth, BacTiter-Glo luminescence, 24 h; inhibition, % at 20 µM; 330,000 tested, 1.3% active; AID 463212;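 active = growth inhibition of the mutant yeast at or above 50%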;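 note: temperature-sensitive mutant grown at 25 °C; plate controls were DMSO-treated mutant yeast for no effect and medium wells lacking yeast for full effect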
tim10-1 inh – tim10-1 yeast growth inhibition; S. cerevisiae tim10-1 ts strain growth, BacTiter-Glo, 24 h; 330,000 tested, 2.2% active; AID 463190; inhibition, % at 20 µM;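 active = inhibition of at least 40%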;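 note: mutant grown at 25 °C; 0% = DMSO wells with yeast and 100% = wells holding no yeast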
Mdm2 MdmX PPI – disrupts the human Mdm2-MdmX interaction; 330,000 tested, 3% active; inhibition, % at 8 µM; O15151+Q00987; SaOS-2 split-luciferase Mdm2/MdmX complementation, luminescence;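 active = inhibition of at least 50% at 8 µM in the primary screen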
Target sequence (O15151 whole entry, looked up): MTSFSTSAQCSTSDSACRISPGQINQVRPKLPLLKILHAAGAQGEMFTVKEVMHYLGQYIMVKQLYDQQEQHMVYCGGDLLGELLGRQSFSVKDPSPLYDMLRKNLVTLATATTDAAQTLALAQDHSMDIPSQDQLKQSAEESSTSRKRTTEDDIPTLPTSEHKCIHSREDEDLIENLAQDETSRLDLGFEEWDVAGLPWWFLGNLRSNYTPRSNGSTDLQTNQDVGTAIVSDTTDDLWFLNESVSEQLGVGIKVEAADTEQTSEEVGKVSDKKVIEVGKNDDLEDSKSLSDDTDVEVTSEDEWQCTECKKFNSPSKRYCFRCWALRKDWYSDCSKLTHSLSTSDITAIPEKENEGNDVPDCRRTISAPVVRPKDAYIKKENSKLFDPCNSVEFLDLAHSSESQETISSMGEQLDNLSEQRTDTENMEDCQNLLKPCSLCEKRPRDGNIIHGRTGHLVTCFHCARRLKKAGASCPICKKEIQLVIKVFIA
Target sequence (Q00987 whole entry, looked up): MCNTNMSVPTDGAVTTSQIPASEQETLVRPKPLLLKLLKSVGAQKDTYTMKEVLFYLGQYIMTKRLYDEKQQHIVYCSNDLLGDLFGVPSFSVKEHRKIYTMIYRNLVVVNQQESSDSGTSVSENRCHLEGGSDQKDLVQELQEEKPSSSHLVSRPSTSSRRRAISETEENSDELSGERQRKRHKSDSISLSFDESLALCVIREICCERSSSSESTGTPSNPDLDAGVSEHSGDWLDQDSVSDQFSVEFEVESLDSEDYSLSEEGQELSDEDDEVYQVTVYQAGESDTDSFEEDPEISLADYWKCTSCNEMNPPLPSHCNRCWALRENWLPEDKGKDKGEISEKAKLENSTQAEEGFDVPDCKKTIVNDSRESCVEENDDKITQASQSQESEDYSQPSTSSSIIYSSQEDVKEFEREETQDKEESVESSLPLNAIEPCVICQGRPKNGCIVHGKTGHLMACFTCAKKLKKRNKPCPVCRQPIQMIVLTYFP
XBP1 UPR activ – adaptive UPR (XBP1) activation | activation, % at 20 µM | CHO-XBP1 luciferase reporter, IRE1-XBP1 UPR activation, luminescence; percent of tunicamycin response, DMSO as zero | 330,000 tested, 0.33% active | AID 463104;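 active = versus positive control, 20 µM dose yields 30% or more activation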;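 note: 100% = tunicamycin at 10 µg/mL and 0% = DMSO only wells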
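Test system: CHO-XBP1 luciferase reporter cells | Buffer or medium: Serum-containing F12 medium, 10% FBS | Schedule: 6 h compound exposure at 37 °C, 5% CO2 | Detection: Steady-Glo luciferase glow luminescence, 10 min after reagent addition | Read-out basis: Activation, % of tunicamycin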
Jurkat NFkB inh – inhibitors of the PMA/ionomycin-induced NF-kB reporter in Jurkat cells | 330,000 tested, 0.53% active | AID 435003 | PMA/ionomycin-induced NF-kB luciferase reporter, luminescence | inhibition, % at 4 µM; in the data active = inhibition above about 50%
Numbers without * were called inactive.

SMILES | UPR CHOP act | 697 NFkB inh | TIM10 inh | tim23-1 inh | tim10-1 inh | Mdm2 MdmX PPI | XBP1 UPR activ | Jurkat NFkB inh
COc1ccc(/C=C2\CCc3c2nc2ccccc2c3C(=O)O)cc1OC | -4.1 | -15 | 3 | 16 | -1 | 27 | -5 | -15
Cc1cccc(NC(=O)CN2C(=O)NC(C)(c3ccc4c(c3)OCO4)C2=O)c1 (stereo unspecified) | -1.6 | 14 | -10 | 10 | 6 | -4 | 2 | 2
C=C1CSc2nc(=O)c3c4c(sc3n21)CCC4 | 0.3 | -25 | -13 | -7 | 12 | 8 | 3 | -9
O=C(C1CCC(CNS(=O)(=O)c2cccc3cccnc23)CC1)N1CCCC1 (stereo unspecified) | 2.0 | 9 | 6 | -5 | -9 | 10 | -2 | 14
CNC(=O)CN(c1ccc(OC)cc1)S(=O)(=O)c1ccc(F)cc1 | -1.0 | -13 | -4 | 0 | -4 | 7 | 0 | 2
CCOC(=O)C1CCN(C(=O)CS(=O)Cc2nc(-c3ccc(C)cc3)oc2C)CC1 (stereo unspecified) | 0.9 | -10 | 11 | 16 | 25 | -11 | 2 | 0
C=CCOc1ccc(C(c2c(O)nc(SC)[nH]c2=O)c2c(O)nc(SC)[nH]c2=O)cc1 | 0.9 | -17 | -4 | 19 | 1 | -30 | -2 | -17
CCOC(=O)c1cc(=O)c2ccc(OCc3ccccc3)cc2o1 | 1.0 | 20 | 5 | 9 | 12 | 20 | -2 | 6
CCCOP(=O)(OCCC)C(Nc1ccc(C(=O)O)cc1)c1ccccc1 (stereo unspecified) | 2.1 | 1 | 8 | 0 | -4 | 26 | -1 | -1
CC1(C)CC(=O)C2=C(C1)NC(Nc1nc3ccccc3o1)=NC21CCCCC1 | 2.6 | -9 | 11 | 19 | -1 | 11 | 3 | -8
c1cnc(N2CCN(c3ccc4ccccc4n3)CC2)nc1 | 5.4 | -218 | -6 | 15 | -2 | -152 | -1 | -177
O=C(NCCc1c[nH]c2ccccc12)c1cc([N+](=O)[O-])cc([N+](=O)[O-])c1 | 1.2 | 15 | -16 | -6 | -7 | 33 | -3 | -9
CCc1noc(C)c1C(=O)Nc1cc(Cl)ccc1N1CCCC1 | -0.5 | 7 | 1 | 19 | 21 | 9 | 1 | 17
O=[N+]([O-])c1cccc(-c2n[nH]c(=S)n2-c2ccc(Br)cc2)c1 | -0.1 | -2 | 8 | 34 | 15 | 13 | -1 | 0
COCCCN1C(=O)C(=O)/C(=C(/O)c2ccc(S(=O)(=O)N3CCCCC3)cc2)C1c1ccc(F)cc1 (stereo unspecified) | 0.2 | -9 | 10 | -4 | -11 | 11 | -1 | 1
CCCCCc1ccc(-c2ccc(OC)cc2)nc1 | 3.4 | -96 | 0 | 11 | 15 | -163 | -2 | -88
C/C(=N\NC(=O)c1ccccc1O)C1CC1 | 3.3 | -2 | 2 | 15 | -3 | 52* | -5 | -9
O=C(Nc1ccccc1N1CCCCC1)c1ccc(Cl)c([N+](=O)[O-])c1 | 4.2 | 17 | -12 | 33 | 5 | 33 | 5 | 6
CN1C(=O)C(C)(C)c2cc(S(=O)(=O)N3CCC(C(=O)NCc4ccc(Cl)cc4)CC3)ccc21 | 0.9 | -10 | 13 | 21 | 8 | 41 | -2 | 10
CCOC(=O)c1c(NC(C)=O)sc2c(OC(C)=O)cccc12 | -1.7 | -14 | -12 | -13 | 2 | -2 | 4 | -3
O=C(Nc1ccc2c(c1)OCO2)c1ccccc1SCC(=O)N1CCCC1 | 0.4 | -6 | -12 | 6 | 18 | 4 | -1 | -13
Nc1ccc(C(=O)N2N=C(c3ccc(F)cc3)CC2(O)C(F)(F)F)cc1 (stereo unspecified) | -1.0 | -14 | 17 | 46 | 15 | 27 | 2 | 11
O=C(c1ccc(-c2cccc(C(F)(F)F)c2)o1)N1CCN(c2ccccc2O)CC1 | 0.8 | 13 | 18 | 33 | 30 | 2 | -1 | 8
CC1CN(c2snnc2C=C2C(=O)OC(C)(C)OC2=O)CC(C)O1 (stereo unspecified) | 0.0 | -5 | -12 | 5 | 10 | -16 | 0 | -6
NC(=O)C1CCN(c2nc(C3CC3)nc3c2nnn3Cc2ccccc2)CC1 | 0.1 | 4 | 20 | 2 | 16 | 13 | 0 | 8
CC(C)NC(=O)[C@H]1N2C(=O)c3ccccc3C2SC1(C)C (stereo partly specified) | 1.1 | 17 | 12 | 0 | -2 | -6 | -3 | -1
CCOc1ccc(-c2nc(-c3ccccc3)no2)cc1OCC | 2.5 | -77 | 19 | -3 | -2 | -43 | 4 | -57
OC(COCc1cccs1)CN1CCN(c2ccccc2Cl)CC1 (stereo unspecified) | -1.2 | -3 | 6 | 21 | 12 | 10 | 0 | 10
CC(=O)NC1=C(NC2CCS(=O)(=O)C2)C(=O)c2ccccc2C1=O (stereo unspecified) | 1.8 | 17 | 7 | 4 | 18 | 2 | 1 | 18
CC(C)(C)[C@@H]1C=C(C(N)=O)O[C@H](OCCCCO)C1 | -3.3 | 6 | -4 | -13 | -9 | 14 | -2 | 5
Cc1ccc(SCC(=O)NCCc2ccccc2)cc1 | 4.2 | -13 | -8 | 25 | 15 | -29 | -2 | -5
COc1ccc(N2CCN(c3oc(COc4ccc(Cl)cc4Cl)nc3C#N)CC2)cc1 | 0.9 | 2 | 21 | 6 | 14 | 9 | 1 | 16
CC(C)C[C@H](NC(=O)c1[nH]cnc1C(=O)N[C@@H](Cc1ccccc1)C(=O)OC(C)(C)C)C(=O)OC(C)(C)C | 3.4 | 17 | 26 | 19 | 17 | 80* | 13 | 1
O=C(CNCc1ccccn1)N1CCc2ccccc2C1 | 1.3 | 13 | 3 | 8 | 3 | -7 | 0 | -8
COc1ccc(NC(=O)Cc2csc(NC(=O)Nc3ccccc3OC)n2)c(OC)c1 | -2.4 | 11 | -3 | 8 | 2 | 3 | -1 | -1
Cc1ccc(S(=O)(=O)Nc2nc(C)cc(NN)n2)cc1 | 3.0 | 8 | 9 | 16 | -3 | 23 | -3 | -2
CC(C)CC1COC(=O)N1 (stereo unspecified) | 0.0 | 2 | -1 | -5 | -2 | 13 | -1 | 11
O=C(O)CCS(=O)(=O)c1ccc(-c2ccccc2)cc1 | -0.6 | 17 | 3 | 2 | -14 | -1 | -4 | 2
COc1cc(NS(C)(=O)=O)c(OC)cc1NC(=O)c1ccccc1 | 0.7 | 15 | 14 | 8 | 7 | -6 | 2 | 6
Cc1cccc2c1N(CCOc1ccccc1Cl)C(=O)C2=O | 1.0 | 9 | 27 | 56* | 51* | 43 | 8 | 8
CSc1ccc(CN(C)CC(=O)Nc2ccccc2Br)cc1 | 2.2 | 0 | -31 | 20 | 1 | 12 | -3 | -9
COc1cc(NC(=O)C/C(C)=N/NC(=O)C(OC)c2ccccc2)c(OC)cc1Cl (stereo unspecified) | 0.2 | 17 | 4 | 23 | 21 | 5 | 0 | 0
CCCCCCCCNC(=O)/C(C#N)=C/c1ccc2c(c1)OCCO2 | -1.9 | 5 | 28 | 30 | 36 | 9 | 3 | -3
O=C(Nc1ccc(F)c(Cl)c1)N1CCCC1 | 1.4 | 1 | 34 | 16 | 23 | 0 | 1 | -5
COc1cccc(CN(C)C(=O)CCNC(=O)c2ccco2)c1 | 0.2 | 11 | 2 | -3 | 1 | 20 | 0 | 0
Cc1cccc(-c2cc3nc(C)cc(NCCCn4ccnc4)n3n2)c1 | 0.2 | 0 | 21 | -10 | -12 | 17 | 0 | -11
CS(=O)(=O)c1ccc(Cl)c(NC(=O)COC(=O)c2ccc(S(=O)(=O)N3CCCC3)cc2)c1 | 0.9 | 13 | -19 | 1 | -7 | 33 | 0 | -4
COc1cccc(/C=C2\SC(=S)N(NS(=O)(=O)c3ccccc3)C2=O)c1OC | -1.6 | 15 | 11 | 29 | 36 | 17 | 2 | -18
Cc1ccc(/C=N/NC(=O)c2cc(C3CC3)nc3ccccc23)o1 | 1.4 | 11 | 7 | 12 | 22 | 22 | -1 | -3
O=C(Cn1cc(C(F)(F)F)ccc1=O)N/N=C/c1ccc(O)cc1 | -1.4 | 8 | 2 | 0 | -12 | 9 | 0 | -4

Entries listed so far shown as hits in Mdm2 MdmX PPI.
Compound | 697 NFkB inh | Mdm2 MdmX PPI | XBP1 UPR activ | Jurkat NFkB inh
C/C(=N\NC(=O)c1ccccc1O)C1CC1 | -2 | 52* | -5 | -9
CC(C)C[C@H](NC(=O)c1[nH]cnc1C(=O)N[C@@H](Cc1ccccc1)C(=O)OC(C)(C)C)C(=O)OC(C)(C)C | 17 | 80* | 13 | 1

The listing continues:
SMILES | UPR CHOP act | 697 NFkB inh | TIM10 inh | tim23-1 inh | tim10-1 inh | Mdm2 MdmX PPI | XBP1 UPR activ | Jurkat NFkB inh
O=C(NCc1ccco1)c1cc([N+](=O)[O-])ccc1Cl | -0.5 | 15 | -7 | 8 | -7 | 13 | -1 | 12
COc1ccc(S(=O)(=O)NCC2CCCN(C(=O)CSC)C2)cc1 (stereo unspecified) | 0.8 | 2 | -11 | 8 | 6 | 8 | 0 | -1
Cc1cccc(C(C)n2nnc3ccccc32)c1O (stereo unspecified) | 0.2 | 6 | -18 | 2 | -6 | -6 | 1 | -10
Cc1c(O)c(=O)ccn1C | -2.1 | 15 | 12 | 11 | 30 | -21 | 3 | 11
C=CCNc1nc2c(c(=O)n(C)c(=O)n2C)n1Cc1ccc(F)cc1 | 2.0 | -10 | -2 | 11 | -9 | 17 | 0 | 27
CCOC(=O)c1[nH]c(C)c(C(=O)OCC(=O)NC(=O)NC(C)(C)C)c1C | 0.8 | -19 | -3 | -6 | 14 | 12 | 2 | -3

Some of these compounds in order of number of heavy atoms, smallest number first:
SMILES | UPR CHOP act | 697 NFkB inh | TIM10 inh | tim23-1 inh | tim10-1 inh | Mdm2 MdmX PPI | XBP1 UPR activ | Jurkat NFkB inh
Cc1c(O)c(=O)ccn1C | -2.1 | 15 | 12 | 11 | 30 | -21 | 3 | 11
O=C(NCc1ccco1)c1cc([N+](=O)[O-])ccc1Cl | -0.5 | 15 | -7 | 8 | -7 | 13 | -1 | 12
Cc1ccc(S(=O)(=O)Nc2nc(C)cc(NN)n2)cc1 | 3.0 | 8 | 9 | 16 | -3 | 23 | -3 | -2
O=C(CNCc1ccccn1)N1CCc2ccccc2C1 | 1.3 | 13 | 3 | 8 | 3 | -7 | 0 | -8
O=[N+]([O-])c1cccc(-c2n[nH]c(=S)n2-c2ccc(Br)cc2)c1 | -0.1 | -2 | 8 | 34 | 15 | 13 | -1 | 0
COc1cccc(CN(C)C(=O)CCNC(=O)c2ccco2)c1 | 0.2 | 11 | 2 | -3 | 1 | 20 | 0 | 0
CCOC(=O)c1cc(=O)c2ccc(OCc3ccccc3)cc2o1 | 1.0 | 20 | 5 | 9 | 12 | 20 | -2 | 6
Nc1ccc(C(=O)N2N=C(c3ccc(F)cc3)CC2(O)C(F)(F)F)cc1 (stereo unspecified) | -1.0 | -14 | 17 | 46 | 15 | 27 | 2 | 11
O=C(Nc1ccc2c(c1)OCO2)c1ccccc1SCC(=O)N1CCCC1 | 0.4 | -6 | -12 | 6 | 18 | 4 | -1 | -13
NC(=O)C1CCN(c2nc(C3CC3)nc3c2nnn3Cc2ccccc2)CC1 | 0.1 | 4 | 20 | 2 | 16 | 13 | 0 | 8
C=CCOc1ccc(C(c2c(O)nc(SC)[nH]c2=O)c2c(O)nc(SC)[nH]c2=O)cc1 | 0.9 | -17 | -4 | 19 | 1 | -30 | -2 | -17
CS(=O)(=O)c1ccc(Cl)c(NC(=O)COC(=O)c2ccc(S(=O)(=O)N3CCCC3)cc2)c1 | 0.9 | 13 | -19 | 1 | -7 | 33 | 0 | -4
